Screens deposited in PubChem by National Center for Advancing Translational Sciences (NCATS).
NIH3T3 tox – NIH 3T3 cell cytotoxicity; NIH 3T3 viability, CellTiter-Glo ATP luminescence, 48-72 h; Potency, µM (highest dose often 96.7 µM), for the others: top-dose activity change, negative = cytotoxicity, actives largely listed as inhibitors; 94,000 compounds, 4.3% hits; also: potency is read from the fitted curve at half-maximal effect; nearly all actives have a fitted effect of over 55% in size
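Cytotoxicity was measured by CellTiter-Glo ATP luminescence after 48 or 72 h compound exposure at 37 °C. Mouse NIH 3T3 fibroblasts were seeded at 400 cells/well and dosed by 23 nL pin transfer.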
GPT2 inh – blocks human glutamate pyruvate transaminase 2 | Q8TD30 | Recombinant GPT2, coupled pyruvate oxidase/HRP Amplex Red fluorescence | Potency, µM (top dose mostly 57.7 µM), for inactives: at the highest dose activity change, negative = inhibition, usual class: inhibitors | 100,000 compounds, 0.25% hits; also: potency is read from the fitted curve at half-maximal effect; nearly all actives have a fitted effect of over 60% in size; many of its hits are not listed in these tables
Target sequence (Q8TD30 whole entry, looked up): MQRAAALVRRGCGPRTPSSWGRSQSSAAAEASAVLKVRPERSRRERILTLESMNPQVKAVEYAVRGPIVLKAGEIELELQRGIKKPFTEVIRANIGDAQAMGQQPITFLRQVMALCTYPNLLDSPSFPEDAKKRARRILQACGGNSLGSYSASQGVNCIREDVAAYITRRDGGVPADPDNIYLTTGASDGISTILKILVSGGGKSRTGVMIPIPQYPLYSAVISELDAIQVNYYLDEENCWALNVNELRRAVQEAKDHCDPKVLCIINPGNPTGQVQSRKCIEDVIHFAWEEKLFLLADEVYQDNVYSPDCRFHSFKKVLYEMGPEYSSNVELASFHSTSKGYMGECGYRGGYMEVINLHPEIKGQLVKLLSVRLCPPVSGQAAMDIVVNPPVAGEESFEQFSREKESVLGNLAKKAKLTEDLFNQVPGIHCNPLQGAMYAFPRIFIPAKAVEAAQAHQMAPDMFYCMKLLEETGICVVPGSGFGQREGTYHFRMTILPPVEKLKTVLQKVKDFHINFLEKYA
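Fluorescence of coupled pyruvate oxidase/HRP/Amplex Red system (50uM Amplex, 30 min, dark) reports pyruvate formed by GPT2. Enzyme reaction: 10ng/uL GPT2, 2mM L-alanine, 250uM a-KG, 30 min room temperature, pH 7.5; 50uM AOA control.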
SNCA viab count – cell viability loss counter-screen; 150,000 compounds, 0.12% hits; Potency, µM (highest dose often 57.1 µM), inactives show at the top dose activity change, negative = cytotoxicity, most hits filed as cytotoxic; HEK-293-SNCA-luc viability, GF-AFC fluorescence, 24 h;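 also: potency is read from the fitted curve at half-maximal effect; 0% = DMSO-treated cells and -100% = medium-only wells without cells; nearly all actives have a fitted effect of over 30% in size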
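Cytotoxicity counterscreen: after 24 h compound treatment of genome-edited SNCA-luciferase HEK-293 cells, live-cell protease substrate GF-AFC read by fluorescence after 30 min; activity scaled between DMSO (0%) and medium-only (-100%), curves Hill-fitted.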
HEK cytotox – kills HEK 293 cells | 94,000 compounds, 6.6% hits | HEK 293 viability, ATP luminescence (CellTiter-Glo), 48-72 h | Potency, µM (doses to about 115 µM), for the others: at the highest dose activity change, negative = cytotoxicity, usual class: inhibitors; also: potency is read from the fitted curve at half-maximal effect; nearly all actives have a fitted effect of over 60% in size
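CellTiter-Glo luminescence (cellular ATP) was read after 48 or 72 hr of compound exposure at 37 degree Celsius. Cells were HEK 293 plated at 250 cells/well.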
FLuc inh – Photinus pyralis luciferase inhibition; AID 1347043; P08659; 76,000 compounds, 2.5% hits; purified P. pyralis luciferase, luminescence, biochemical; Potency, µM (series often up to 115 µM), inactives show at the top dose activity change, negative = inhibition, most hits filed as inhibitors; also: potency is read from the fitted curve at half-maximal effect; nearly all actives have a fitted effect of over 65% in size
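Biochemical qHTS: compound (6-point titration) added to 10uM D-luciferin plus 10uM ATP in Tris acetate pH 7.5 buffer with Mg, Tween-20 and BSA, then purified enzyme at 10nM; light output imaged.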
SNCA expr inhib – reduces expression of the alpha-synuclein gene; HEK-293 SNCA-luciferase knock-in, luminescence, 24 h; Potency, µM (titrated, usually from 57.2 µM), for the others: at the top dose activity change, negative = inhibition, actives largely listed as inhibitors; 140,000 compounds, 0.17% hits; AID 1671194;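 also: potency is read from the fitted curve at half-maximal effect; plate controls were DMSO cells for no effect and cell-free wells for full effect; nearly all actives have a fitted effect of over 45% in size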
IP6K1 inh – IP6K1 kinase inhibition; AID 1645851; 140,000 compounds, 0.81% hits; activity change, % (series mostly up to about 58 µM); IP6K1 kinase, ADP-Glo luminescence, 2 h; stronger effect = lower value; Q92551; in the data active = activity change below about -25%
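ADP-Glo luminescence measures ADP made by human IP6K1 during a 2 h RT reaction with ATP/IP6 (mix at 1.3 mM/130 uM); top library doses 57.5 and 19.1 uM final.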
Starred values were filed as active, the others as inactive; i = inactive; ? = inconclusive; nt = not tested or not shown; [ ] = remark or other dose. Unless noted, calls follow the shape of the dose curve; as a rule, active = well fitted curve in the direction sought with a large enough effect; inconclusive = small, poorly fitted or top-dose-only effect, or another doubt; inactive = no such curve, though single readings can be large; an effect the other way counts as inactive or inconclusive. Unless noted, % is scaled to controls: 0 for no effect and ±100 for the full control effect.

SMILES | NIH3T3 tox | GPT2 inh | SNCA viab count | HEK cytotox | FLuc inh | SNCA expr inhib | IP6K1 inh
COc1ccc(-c2ccc3c(c2)C(=O)N2CC[C@H](NC(=O)c4cccs4)[C@H]2C(=O)N3)cc1 | -6% | 1% | 4% | i | 25µM* | 20% | -8
COCC1CN(C)CC12CCN(S(=O)(=O)c1ccc(C#N)cc1)CC2 (configuration not stated) | -3% | -3% | -9% | ? | -8% | -22% | 0
Cn1nc(C(=O)N2CCCN(c3cc(-c4ccccc4)[nH]n3)CC2)c2ccccc21 | ? | ? | -5% | 28µM* | -1% | -10% | 22
O=C(Cn1nc2n(c1=O)CCCC2)Nc1ccc(F)cc1 | -5% | i | -4% | -1% | -6% | 2% | 0
CCOc1ccc(-c2nnc(SCC(=O)NCc3ccc(C)cc3)nc2-c2ccc(OCC)cc2)cc1 | nt | nt | -2% | nt | nt | -1% | 11
O=C1c2c(nc(COc3ccc4c(c3)OCO4)n2Cc2ccccc2)NCCN1Cc1cccc(Cl)c1 | 22µM* | -1% | ? | 32µM* | 11% | ? | 0
COc1ccc2sc(N(Cc3cccnc3)C(=O)COc3ccccc3)nc2c1 | nt | nt | 12% | nt | nt | 76%[activator] | 7
CCc1cc(C(=O)Nc2c(C)nn(Cc3ccccc3Cl)c2C)no1 | nt | nt | -18% | nt | nt | -6% | -10
CNC(=O)C1CCN(Cc2ccccc2-c2ccccc2F)CC1 | ? | -11%[88.5 µM] | 4%[87.6 µM] | -17%[172 µM] | nt | -16%[87.6 µM] | 7
Cc1cccc(C)c1OCc1nc2c3c(-c4ccccc4)c(-c4ccccc4)oc3ncn2n1 | nt | nt | 0% | nt | nt | ? | 0
CNC(=O)c1nnn2cc(C)[nH]c(=O)c12 | -2% | i | -2% | 15% | 3% | 4% | -12
CCOc1ccc(N(Cc2ccccc2)C(=O)c2nc(S(C)(=O)=O)ncc2Cl)cc1 | nt | nt | 5.6µM* | nt | nt | 6.3µM* | -13
O=C(CCc1ccccc1)NCCC1CCN(C(=O)Nc2ccc(F)cc2F)CC1 | -1% | i | 5% | 8% | 10% | 9% | -10
COc1ccc(-c2n[nH]c3c2C(c2ccc(Cl)cc2Cl)NC3=O)cc1 (configuration not stated) | nt | nt | -9% | nt | nt | -2% | -10
CCOc1cc(C(=O)N2CCc3c([nH]c4ccccc34)C2c2ccccc2)cc(OCC)c1OCC (configuration not stated) | nt | nt | 0% | nt | nt | -13% | 0
Cc1ccc(CNC(=O)N2CCC(Oc3ccccc3-c3nc(C)no3)C2)cc1 (configuration not stated) | ? | i | -27% | ? | 3% | -2% | 0
CC1=C[C@@H](CN2CCN(C)CC2)[C@H](C(C)C)C[C@H]1Cc1nnc(-c2ccccc2F)o1 | ? | -3%[88.5 µM] | ? | 45µM* | 4%[172 µM] | -1%[87.6 µM] | -6
CCNc1c(NC(=O)c2cc(OCC)c(OCC)c(OCC)c2)c(=O)oc2ccccc12 | nt | nt | 4% | nt | nt | 17% | 5
CC(CCc1ccccc1)NC(=O)Cn1ncc2c3ccccc3n(Cc3cccc(Cl)c3)c2c1=O (configuration not stated) | nt | nt | 0% | nt | nt | 28% | 3
COc1ccc(N2C(=O)CSC23C(=O)N(Cc2cccc(F)c2)c2ccccc23)cc1Cl (configuration not stated) | nt | nt | -15% | nt | nt | -28% | 5
CCc1noc(-c2cccn3c(CNC(=O)C(C)Oc4ccccc4)nnc23)n1 (configuration not stated) | -9% | 5% | 2% | -3% | 3% | 6% | -3
O=C(CSc1cn(CC(=O)N2CCOCC2)c2ccccc12)Nc1ccccc1F | nt | nt | -26% | nt | nt | 35%[activator] | 7
Cc1ccccc1-c1cc(-c2c(C)noc2C)c2cncn2c1 | ? | -18%[88.5 µM] | -9%[87.6 µM] | 45µM* | 2%[172 µM] | 35%[activator][87.6 µM] | 3
O=C(c1ccc(Cl)cc1)N1CCC(n2cnnc2-c2ccccc2)CC1 | i | i | -3% | 4% | 0% | -24% | -3
O=C(Cc1ccc(F)cc1)NC1CCN(c2nc3ncccc3o2)C1 (configuration not stated) | -8%[138 µM] | 0%[88.5 µM] | -14%[87.6 µM] | 3%[172 µM] | nt | 5%[87.6 µM] | 6
CN1Cc2cccn2CC1CNC(=O)c1cccn1C (configuration not stated) | -20% | -42% | -1% | -1% | -5% | 0% | -10
Cc1cccc(Cc2c(C)nc3nc(SCc4ccccc4Cl)nn3c2C)c1 | nt | nt | 6% | nt | nt | 13% | 0
O=C1CC(c2ccccc2)N(Cc2ccccn2)CCCCCN1 (configuration not stated) | -10% | i | ? | -2% | 0% | 7% | 7
Cc1cc(C)cc(NC(=O)C2CCCN(c3cnccn3)C2)c1 (configuration not stated) | nt | nt | 8% | nt | nt | 75%[activator] | -3
CC(C)c1ccc(C(=O)N2CC3CC(C2)[C@H]2CCCC(=O)N2C3)cc1 (some centres not stated) | i | i | 2% | -8% | 6% | -11% | -7
CNC(=O)Cn1nc(C(=O)N2CCCC(CO)(CC3CC3)C2)cc1C (configuration not stated) | 2% | i | 0% | i | 9% | -4% | -4
Cn1cccc1CN1CCC(N2CCOCC2=O)CC1 | 1%[138 µM] | ? | 3%[87.6 µM] | -5%[172 µM] | nt | ? | -6
CN1C(=O)C2(CCN(C(=O)CCn3ccc(=O)[nH]c3=O)CC2)c2ccccc21 | 0% | 1% | 2% | 0% | -7% | 10% | -17
O=C(c1ccc2c(c1)OCO2)c1cn(Cc2ccc(Cl)cc2)c2ccc(F)cc2c1=O | nt | nt | ? | nt | nt | -14% | -5
COc1ccc(CCNC(=O)Cn2ncc3c(=O)oc4ccccc4c32)c(OC)c1 | nt | nt | -15% | nt | nt | 10% | 4
O=C(c1ccc(F)c(Cl)c1)N1CCC2(CC1)N=C(c1ccccc1)NO2 | -18% | -17% | -4% | ? | 13% | -10% | 5
Cc1cccc(N(CC(=O)Nc2ccccc2C(F)(F)F)S(=O)(=O)c2ccccc2)c1C | nt | nt | 5% | nt | nt | 8% | 15
Fc1ccccc1-c1n[nH]c2c1CN(Cc1cccc3c1OCO3)CC2 | -25% | i | ? | 45µM* | 16% | -20% | 15
CN1CCCN(C(=O)CC2CCCC2)c2ccccc21 | ? | i | 5% | ? | 0% | -18% | 4
CCN1CCC[C@@H]1CNC(=O)c1ccc2c(c1)NC(=O)c1cccc(C)c1S2 | nt | 5% | 17% | nt | nt | nt | 2
CO[C@H]1CN(C(C)C)[C@H]1C1CCN(C(=O)C2CC=CC2)CC1 | -22% | i | ? | -23% | nt | 14% | 1
COc1ccc(C(=O)N2CCCC2)c(OC2CCN(C(=O)c3ccn[nH]3)CC2)c1 | -13% | i | -8% | -7% | 4% | 3% | 1
O=C(O)C(Cc1ccccc1)NC(=O)C1CCCN1 (configuration not stated) | nt | 3% | 4% | nt | nt | nt | 6
CCCNC(=O)CN1C(=O)c2cccnc2Sc2ccccc21 | nt | nt | -27% | nt | nt | 2% | 3
Cc1ccc(C(=O)N2CCC3(CC2)N=C(c2ccc(Cl)cc2)NO3)s1 | ? | -14% | 4% | ? | -15% | 11% | -1
CC(=O)N1CCC(C(=O)N2CCC3(CC2)NC(=O)N(c2ccccc2)N3)CC1 | -40% | ? | -9% | ? | 7% | -10% | -15
Cc1ccc(Cl)cc1N1CCN(S(=O)(=O)c2cc(Br)cc3c2N(C(=O)C2CC2)CC3)CC1 | nt | nt | 2% | nt | nt | -2% | -5
Cc1ccncc1C(=O)N1CCCn2ccnc2C1c1ccccc1 (configuration not stated) | -13% | i | 3% | -24% | -2% | 29% | 0
CCOc1ccc(-n2c(=O)c3c4c(sc3n(Cc3cccc(C)c3)c2=O)CCCC4)cc1 | nt | nt | 2% | nt | nt | -16% | 3
COCC(=O)N1CCC2(CC1)CC(N(C(=O)c1ccccc1)C1CC1)CCO2 (configuration not stated) | -15% | i | -7% | -25% | 6% | 4% | -18
